Source: PubChem (several laboratories)
hDAT+cocaine – changed hDAT dopamine uptake under cocaine IC80, either direction, primary screen, cocaine antagonist project, cell-based, LLC-PK1 hDAT, [14C]-dopamine uptake, MLSMR; hit rate 1.3% among 110,000; Sodium-dependent dopamine transporter (Homo sapiens), Q01959; LLC-PK1 hDAT cells, [14C]-dopamine uptake with cocaine IC80; actives deviate in either direction; B-score at 10 µM;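 active means Z score or B-score, a plate-position-corrected score, falls beyond the plate's 99.7% confidence bounds, in either direction; inactive means both scores lie inside the 99.7% bounds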;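 further: scored against the spread of the other compound wells on the same plate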
Target sequence (Q01959 whole entry, looked up): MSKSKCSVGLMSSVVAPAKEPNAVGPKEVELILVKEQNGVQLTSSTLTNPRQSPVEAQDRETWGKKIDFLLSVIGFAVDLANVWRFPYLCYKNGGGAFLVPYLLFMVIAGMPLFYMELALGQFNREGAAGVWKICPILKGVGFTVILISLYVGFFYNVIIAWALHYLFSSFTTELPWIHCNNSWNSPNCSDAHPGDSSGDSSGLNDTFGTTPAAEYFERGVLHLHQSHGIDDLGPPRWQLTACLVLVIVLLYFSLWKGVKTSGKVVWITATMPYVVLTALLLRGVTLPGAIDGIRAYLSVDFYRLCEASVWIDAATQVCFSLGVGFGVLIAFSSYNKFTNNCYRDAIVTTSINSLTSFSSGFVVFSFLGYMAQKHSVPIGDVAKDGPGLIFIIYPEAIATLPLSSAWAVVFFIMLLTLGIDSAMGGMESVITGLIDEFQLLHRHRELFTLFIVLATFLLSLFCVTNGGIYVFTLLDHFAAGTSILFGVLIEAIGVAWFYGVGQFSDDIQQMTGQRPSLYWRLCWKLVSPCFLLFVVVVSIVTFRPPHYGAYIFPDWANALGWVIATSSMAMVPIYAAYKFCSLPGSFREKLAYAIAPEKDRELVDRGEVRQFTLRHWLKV
VCAM1 TNFa inh – inhibitors of TNFa-induced VCAM1 expression, primary screen, imaging, HUVEC, TNFa stimulus, immunofluorescence; HUVEC TNFa-induced VCAM-1 immunofluorescence, high-content imaging; inhibition, % at 2 µM; hit rate 0.48% among 95,000; AID 802, 2007;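 active means inhibition above the batch mean plus 3 SD, with images confirmed as a hit by eye, cut at about 37% in these data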;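 further: 0% = TNF-stimulated DMSO wells and 100% = unstimulated control wells; not every result past the cut was called active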
Candida biofilm – clotrimazole potentiators killing Candida biofilms, primary screen, with clotrimazole, Alamar Blue; hit rate 0.14% among 85,000; inhibition, % at 6 µM; C. albicans biofilm + clotrimazole;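 active means inhibition above 20%; inactive means inhibition below 20%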;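 further: preformed 24 hr biofilms exposed to compound for 48 hr; 0% = biofilm without compound and 100% = blank killed by clotrimazole plus chlorhexidine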
CYP2C9 inh – blockers of cytochrome P450 2C9 activity – biochemical, luminescence, ADME assay, primary screen; P11712; CYP2C9 Supersomes, luciferin-H conversion; inhibition, % at 5 µM; hit rate 20% among 96,000;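 active means blocking of liver enzyme CYP2C9 beyond about 50% at 5 µM, limit read from the data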; further: values of inactives mirror those of a sister screen read the other way
Target sequence (P11712 whole entry, looked up): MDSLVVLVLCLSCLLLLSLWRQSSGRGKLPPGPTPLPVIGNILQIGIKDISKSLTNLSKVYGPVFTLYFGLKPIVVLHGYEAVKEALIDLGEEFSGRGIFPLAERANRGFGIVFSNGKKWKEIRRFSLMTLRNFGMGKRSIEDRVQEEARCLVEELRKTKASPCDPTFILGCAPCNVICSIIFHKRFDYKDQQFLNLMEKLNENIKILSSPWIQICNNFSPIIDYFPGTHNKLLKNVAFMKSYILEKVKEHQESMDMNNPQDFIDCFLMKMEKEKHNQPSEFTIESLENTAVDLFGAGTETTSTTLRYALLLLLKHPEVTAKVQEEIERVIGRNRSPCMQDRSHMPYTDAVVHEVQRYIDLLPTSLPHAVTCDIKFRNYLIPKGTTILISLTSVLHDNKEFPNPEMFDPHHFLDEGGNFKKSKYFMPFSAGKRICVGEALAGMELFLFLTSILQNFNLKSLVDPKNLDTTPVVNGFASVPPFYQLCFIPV
IL1B cytotox – cytotoxicity in IL-1B stimulated HUVEC, primary screen, cytotoxicity control for IL-1B NFkB translocation project, imaging, Hoechst nuclear count, IL-1B stimulus; HUVEC cell count loss; cell count reduction, % at 2 µM; hit rate 0.41% among 94,000;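 active means cell count reduction more than 3 SD above the screen-wide mean, cut at about 70% in these data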;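 further: normalized per plate to untreated control cells as the no-loss baseline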
CYP2C9 activ – human CYP2C9 activators, primary screen, biochemical, luminescence; Cytochrome P450 2C9 (Homo sapiens), P11712; recombinant CYP2C9, luciferin-H conversion; active compounds read high; factor 1 = untreated enzyme, 0 = blocked; activation factor at 5 µM; hit rate 1.4% among 96,000; AID 1024, 2008;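 active means activation factor of 2 or more for CYP2C9 at a 5 µM dose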;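 further: 0 = sulfaphenazole-blocked wells and 1 = vehicle-only wells; values of inactives mirror those of a sister screen read the other way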
CYP2C19 activ – human CYP2C19 activators, primary screen, biochemical, luminescence | Cytochrome P450 2C19 (Homo sapiens), P33261 | recombinant CYP2C19, luciferin-H EGE luminescence; active compounds read high; 0 = fully inhibited enzyme, 1 = untreated enzyme | activation factor at 5 µM | 96,000 tested, under 10 active | AID 1025, 2008;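 active means activation factor of at least 2 at 5 µM in the primary screen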;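 further: 0 = wells with 2.5 mM tranylcypromine and 1 = vehicle-only wells; values of inactives mirror those of a sister screen read the other way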
TNFa cytotox – cytotoxicity in TNFa-stimulated HUVEC, primary screen, cytotoxicity control for VCAM1 expression modulator project, imaging, Hoechst nuclei count; HUVEC TNFalpha-stimulated, Hoechst cell count; cell count reduction, % at 2 µM; hit rate 0.17% among 93,000;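 active means cell count reduction exceeding the screen mean by over 5 SD, scaled to untreated wells per plate, cut at about 78% in these data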;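 further: cells counted after 24 h of TNF alpha exposure following the 1 h pretreatment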
CYP2C19 inhib – blockers of cytochrome P450 2C19 activity – biochemical, luminescence, ADME assay, primary screen | P33261 | CYP2C19 Supersomes, luciferin-H EGE luminescence, 30 min | inhibition, % at 5 µM | hit rate 21% among 96,000;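 active means CYP2C19 inhibition above a set limit at 5 µM in the primary screen, cut at about 50% in these data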;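 further: plate controls were negative control wells for no effect and 2.5 mM tranylcypromine positive control for full effect; values of inactives mirror those of a sister screen read the other way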
* hit, by the source's call; . = no result given.

SMILES	hDAT+cocaine	VCAM1 TNFa inh	Candida biofilm	CYP2C9 inh	IL1B cytotox	CYP2C9 activ	CYP2C19 activ	TNFa cytotox	CYP2C19 inhib
Cc1ccccc1OCC(=O)O/N=C(\N)Cc1ccc(Cl)cc1	-1.3	5	0	-1	-7	1	1.1	-15	-6
O=C(Nc1ccc(-c2nnc(-c3ccco3)o2)cc1)C(c1ccccc1)c1ccccc1	-0.64	12	7	72*	-12	0.3	1.2	-2	-20
COCCN(Cc1cc2cc(C)c(C)cc2nc1Cl)C(=O)Nc1ccccc1	-1	.	.	24	.	0.8	1	.	5
COC(=O)c1sc(NC(=O)C(C)C)c(C(=O)OC)c1C	0.46	9	3	27	-17	0.7	0.5	1	53*
CCOc1ccccc1N(CC(=O)NC1CCCC1)C(=O)CCC(=O)Nc1cc(C)on1	0.58	0	.	83*	-17	0.2	0.2	-23	83*
O=C(CSCc1ccc(Cl)cc1)Nc1ccc2c(c1)OCO2	-0.19	9	3	.	-23	.	.	-2	.
Cc1cc(C(=O)N2CCN(c3ccccc3)CC2)no1	0.038	-3	5	10	4	0.9	0.7	-16	30
Cn1c(CN2CCOCC2)nnc1SCc1ccccc1	-0.21	21	.	3	-23	1	0.8	15	15
O=C(CN1C(=O)/C(=C/c2ccccc2)SC1=S)Nc1ncc(Cc2ccccc2)s1	-0.29	13	.	29	16	0.7	0.9	-6	13
CCOC(=O)c1sc2ncnc(OC)c2c1C	-0.28	8	3	32	1	0.7	0.6	0	42
CCCCn1c(CN2CCN(C)CC2)nc2ccccc21	-0.49	-1	1	-1	-8	1	1	7	-2
COC(=O)Cn1ccc(N(C)C)c(C#N)c1=O	-1.8	-1	3	13	-22	0.9	1	-13	5
Cc1ccc(CSc2nnc(-c3ccncc3)n2CC2CCCO2)cc1 (stereo unspecified)	0.18	11	2	25	1	0.7	0.4	5	60*
CCCCCn1c(N2CCOCC2)nc2c1c(=O)n(CC(N)=O)c(=O)n2C	-1.9	15	-15	-8	24	1.1	1.1	-25	-11
Cc1ccccc1OCC(=O)OCC(=O)c1ccc(OC(=O)c2ccccc2)cc1	-0.2	-20	.	-29	-5	1.3	0.9	-23	8
Cc1cccc(OCc2nnc(SCc3nc4ccccc4c(=O)[nH]3)o2)c1	0.16	26	5	48	-20	0.5	0.5	-1	54*
CS(=O)(=O)N1CCC(C(=O)Nc2ccc(Oc3ccccc3)cc2)CC1	0.44	16	3	3	-16	1	1	9	2
COC(=O)C1=C(C)N(C2CCCCC2)C(=O)C1	-0.092	-2	7	1	11	1	0.4	-4	55*
O=c1cc(CO)oc(CN2CCN(c3cccc(C(F)(F)F)c3)CC2)c1O	-0.016	0	5	8	11	0.9	1.2	-27	-22
COc1ccccc1CNC(=O)CS(=O)Cc1nc(-c2ccccc2C)oc1C (stereo unspecified)	0.34	-6	15	23	4	0.8	0.6	-13	40
COc1cc(CNCCc2ccc(S(N)(=O)=O)cc2)ccc1OCc1ccc(Cl)cc1	-0.23	1	.	36	-51	0.6	0.5	-1	53*
CN(C)Cc1ccc(O)c(CCc2ccccc2)n1	-0.67	14	.	.	-20	.	.	-17	.
CCN(CC)c1ccc(NC(=O)C2CCCN(S(=O)(=O)c3cnc[nH]3)C2)c(C)c1 (stereo unspecified)	1.3	-6	18	22	7	0.8	1	-22	4
Cc1cccn2c(=O)c3cc(C#N)c(=N)n(Cc4cccnc4)c3nc12	.	32	-1	.	-14	.	.	-17	.
Cc1cc(-c2csc(NC(=O)c3ccc(=O)n(C)n3)n2)c(C)n1CC1CCCO1 (stereo unspecified)	0.94	31	7	14	20	0.9	0.9	-12	9
CC(C)N1C(=O)S/C(=C/c2cccnc2)C1=O	-1.5	5	.	4	11	1	0.9	-2	8
CCn1c(SCC(N)=O)nc2c(c1=O)C1(CCCC1)Cc1ccccc1-2	-0.38	0	0	21	-18	0.8	1	4	-2
COc1cc(C=O)ccc1OCCOCCOc1cc(C)ccc1Cl	-0.8	4	.	52*	22	0.5	0.5	.	50
CCOC(=O)Cn1nc(/C=C/c2ccc(C)cc2)ccc1=O	-0.064	11	.	17	-20	0.8	1	-25	0
O=C(NC1CCCCC1)C(c1ccc2ncccc2c1)N(Cc1ccc(F)cc1)C(=O)c1cccs1 (stereo unspecified)	.	8	.	84*	14	0.2	0.3	-20	66*
CCn1c(SC(C)C)nnc1C1CCN(S(=O)(=O)c2ccc(OC)cc2)CC1	0.0022	12	.	27	9	0.7	0.9	-23	8
COc1cccc(/C=N/N2CCN(c3ccccc3OC)CC2)c1	1.4	0	.	-34	-6	1.3	0.9	-25	11
CCN(CC)C(=O)COc1ccc(-c2nnc(N3CCCCC3)c3ccccc23)cc1	2.2	4	-3	80*	-17	0.2	0.5	-9	52*
Cc1noc(C)c1COC(=O)CCCOc1ccc(Cl)cc1Cl	-0.29	0	7	80*	14	0.2	0.2	-26	84*
CCOC(=O)N1CCN(C(=O)Cc2ccc(-n3c(=O)[nH]c4ccccc4c3=O)cc2)CC1	0.15	4	4	10	-32	0.9	1	5	1
Cc1ccc(C(C)C)c(OCc2nnc3n2CCCCC3)c1	0.68	3	8	34	19	0.7	0.6	10	43
CCOc1ccc2nc(SCC(=O)N3CCCCCC3)c(C#N)cc2c1	1.1	10	6	69*	4	0.3	0.8	8	18
C=CCOc1c(Br)cc(CNc2ccc(NC(=O)CCC)cc2)cc1OCC	1.8	-3	.	71*	12	0.3	0.5	5	54*
CC(C)(C)C(=O)Nc1ccccc1C(=O)NCc1ccco1	-0.059	.	8	31	.	0.7	0.6	.	36
O=C(O)CCC(=O)N1CCN(c2ccccn2)CC1	.	1	7	-1	22	1	1	-12	1

A section from the list above:
SMILES	hDAT+cocaine	VCAM1 TNFa inh	Candida biofilm	CYP2C9 inh	IL1B cytotox	CYP2C9 activ	CYP2C19 activ	TNFa cytotox	CYP2C19 inhib
CC(C)(C)C(=O)Nc1ccccc1C(=O)NCc1ccco1	-0.059	.	8	31	.	0.7	0.6	.	36
O=C(O)CCC(=O)N1CCN(c2ccccn2)CC1	.	1	7	-1	22	1	1	-12	1

(listing goes on)
SMILES	hDAT+cocaine	VCAM1 TNFa inh	Candida biofilm	CYP2C9 inh	IL1B cytotox	CYP2C9 activ	CYP2C19 activ	TNFa cytotox	CYP2C19 inhib
Clc1ccc(/C=N/c2c(-c3ccc(Cl)cc3)nc3n2CCS3)cc1	-0.12	7	7	0	-16	1	1	-25	0
Cc1cccc(Oc2ncnc3onc(C)c23)c1	0.065	2	.	-8	-32	1.1	0.8	-9	23
NC(=O)NCC12CC3CC(CC(C3)C1)C2	-1.4	1	4	-6	-34	1.1	1	-25	1
Cc1oc(-c2cccc(Cl)c2)nc1CN1CCCC(C(=O)NCCCN2CCOCC2)C1 (stereo unspecified)	.	1	8	-91	13	1.9	1	-33	1
O=C1CC(N2CCSCC2)C(=O)N1CCc1ccccc1 (stereo unspecified)	-1.3	9	8	-9	1	1.1	0.8	-22	16
COC(=O)NC1CSCC1OC(=O)CCN1C(=O)c2ccccc2C1=O (stereo unspecified)	-0.86	.	.	3	.	1	0.5	.	46
Cc1cccc(OCC(=O)N2CCN(C(=O)CCC3CCCC3)CC2)c1	0.76	4	1	51*	-22	0.5	0.4	-30	62*
CC1(c2ccccc2)NC(=O)N(CC(=O)Nc2ccc3c(c2)OCO3)C1=O (stereo unspecified)	0.46	2	.	87*	1	0.1	0.7	-20	33
CCc1cc(=O)n2c([nH]c3ccccc32)c1C#N	-0.35	-14	.	34	17	0.7	0.9	1	8
Cc1ccc2nc(NC(=O)C3CCN(S(=O)(=O)c4cccs4)CC3)sc2c1	0.26	-3	1	10	-6	0.9	0.9	-11	10
O=C(NC1CCN(Cc2ccccc2)CC1)C1CCN(c2nnc(-n3cccc3)s2)CC1	0.81	.	-5	11	.	0.9	0.9	.	10
CCOC(=O)c1nc(Nc2ccc(C(=O)O)cc2)c2ccccc2n1	-0.008	18	4	6	-19	0.9	1	-19	2
COC(=O)c1ccccc1NC(=O)COC(C)=O	-0.84	14	5	-3	12	1	0.8	-4	15
COc1ccc2c(c1)SC(C)CC2=O (stereo unspecified)	-0.19	4	.	13	6	0.9	0.2	-16	80*
Cc1ccc2cc3cc(C(=O)NCCN4CCOCC4)oc3nc2c1	0.13	-4	7	.	4	.	.	-14	.
CCCNC(=S)Nc1ccc2nc(-c3ccccn3)c(-c3ccccn3)nc2c1	.	9	.	32	-5	0.7	0.8	-26	22
O=C1CCCN1c1cc(Cl)ccc1Cl	1.3	16	5	-48	-21	1.5	1.1	-28	-15
O=C(c1ccccn1)c1conc1C(=O)c1ccc(Br)cc1	-0.096	-11	.	57*	14	0.4	0.1	-3	86*
CCCCNCc1cc(Br)c(OCc2cccs2)c(OC)c1	1.4	-9	.	-5	-12	1.1	0.4	-17	65*
O=C(Nc1ccc2oc(-c3cccc4ccccc34)nc2c1)c1ncn[nH]1	-0.94	-29	.	-4	-16	1	1.1	-4	-8

Four compounds from above with just hDAT+cocaine, VCAM1 TNFa inh and TNFa cytotox:
| canonical_smiles | hDAT+cocaine | VCAM1 TNFa inh | TNFa cytotox |
| --- | --- | --- | --- |
| CCCNC(=S)Nc1ccc2nc(-c3ccccn3)c(-c3ccccn3)nc2c1 | . | 9 | -26 |
| O=C1CCCN1c1cc(Cl)ccc1Cl | 1.3 | 16 | -28 |
| O=C(c1ccccn1)c1conc1C(=O)c1ccc(Br)cc1 | -0.096 | -11 | -3 |
| CCCCNCc1cc(Br)c(OCc2cccs2)c(OC)c1 | 1.4 | -9 | -17 |

The main list resumes; the 2 compounds before the break are reprinted first.
SMILES	hDAT+cocaine	VCAM1 TNFa inh	Candida biofilm	CYP2C9 inh	IL1B cytotox	CYP2C9 activ	CYP2C19 activ	TNFa cytotox	CYP2C19 inhib
CCCCNCc1cc(Br)c(OCc2cccs2)c(OC)c1	1.4	-9	.	-5	-12	1.1	0.4	-17	65*
O=C(Nc1ccc2oc(-c3cccc4ccccc34)nc2c1)c1ncn[nH]1	-0.94	-29	.	-4	-16	1	1.1	-4	-8
O=C(NCC1CCCO1)c1cc(-c2ccc(Cl)cc2Cl)on1 (stereo unspecified)	-0.41	0	1	-39	3	1.4	0.9	1	7
CC(C)NC(=O)c1cnn2c1NC(c1cccs1)CC2C(F)(F)F (stereo unspecified)	2	24	3	.	-35	.	.	7	.
O=C1c2oc3ccccc3c(=O)c2C(c2cccc(F)c2)N1CCCO (stereo unspecified)	0.071	23	10	8	-5	0.9	0.5	-10	50*
Cc1csc(NC(=O)c2cnccn2)n1	-0.36	.	0	-3	.	1	0.9	.	14
O=C(CN1CCN(c2cccc(C(F)(F)F)c2)CC1)Nc1cccc(C(F)(F)F)c1	-0.84	-2	1	58*	-1	0.4	0.6	3	42
O=C(Nc1ccccc1)N1CCN2C(=O)c3ccccc3C12c1ccccc1 (stereo unspecified)	-0.21	5	-2	96*	-6	0	0.1	-23	93*
